Screening data (PubChem)
STAT3 inh – STAT3 signaling inhibition | inhibition, % at 5.5 µM | 190,000 compounds, 0.89% hits | U3A cells, IL-6 STAT3-luciferase reporter, luminescence; host cell line lacks STAT1;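 active = inhibition above the mean inhibition across all screened compounds plus 3 SD, cut at about 44% in these data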;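 note: 0% = DMSO only wells and 100% = 100 µM nifuroxazide control wells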
STAT3 act – activators of IL-6 induced STAT3 signaling | activation (% of control), % at 5.6 µM | U3A cells, IL-6 STAT3-luciferase reporter, luminescence; 100% = signal with IL-6 EC80 alone | 190,000 compounds, 0.91% hits;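 active = activation above the screen-wide mean of compound activation plus 3 SD, cut at about 130% in these data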;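 note: 0% = background luminescence of wells with medium and substrate only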
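Assay system – human STAT1-deficient U3A cells with stable STAT3-luciferase reporter · Also added – IL-6 (33 ng/mL) · Schedule – compound 1 h, then IL-6 6 h at 37 °C · Technique – reporter luminescence signal · Evaluation – % activation versus median of IL-6-stimulated wells · Benchmarks – IL-6-only wells as 100% reference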
FLuc inh counter – Photinus pyralis luciferase inhibition counter-screen; P08659; ATPLite firefly luciferase biochemical luminescence, 10 min; inhibition, % at 10 µM; 200,000 compounds, 1.5% hits;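 active = inhibition above about 50% when tested at 10 µM, limit read from the data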
Target sequence (P08659 whole entry, looked up): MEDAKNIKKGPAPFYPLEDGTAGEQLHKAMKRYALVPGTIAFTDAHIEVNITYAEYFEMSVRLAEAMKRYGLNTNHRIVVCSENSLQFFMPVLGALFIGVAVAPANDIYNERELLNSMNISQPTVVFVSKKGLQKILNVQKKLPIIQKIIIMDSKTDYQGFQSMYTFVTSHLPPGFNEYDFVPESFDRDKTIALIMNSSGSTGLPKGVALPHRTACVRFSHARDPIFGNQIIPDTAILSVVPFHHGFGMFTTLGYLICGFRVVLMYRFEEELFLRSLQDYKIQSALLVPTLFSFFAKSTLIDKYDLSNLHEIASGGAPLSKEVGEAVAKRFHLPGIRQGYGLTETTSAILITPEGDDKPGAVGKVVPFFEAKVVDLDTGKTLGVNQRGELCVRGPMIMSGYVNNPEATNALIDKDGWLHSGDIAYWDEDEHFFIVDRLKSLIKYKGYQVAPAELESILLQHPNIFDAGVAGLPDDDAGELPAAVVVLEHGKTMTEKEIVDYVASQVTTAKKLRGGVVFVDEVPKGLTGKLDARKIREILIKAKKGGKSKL
NF-kB expr up – compounds increasing NF-kB expression in human neuronal cells; AID 1239; fold change at 12.5 µM; NF-kB reporter expression; stronger effect = higher value; 190,000 compounds, 1.6% hits; in the data active = fold change above about 3.3
Hsp70 act – Hsp70 transcriptional activation, primary screen | 200,000 compounds, 0.04% hits | activation, % at 10 µM | AID 1203 | HeLa Hsp70 promoter luciferase reporter, luminescence; scaled: vehicle 0, proteasome-inhibitor control 100%;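 active = activation above the mean across all tested compounds plus 3 SD, cutoff set per campaign, cut at about 5.5% in these data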;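 note: 100% = MG132 at 30 µM as the positive control and 0% = DMSO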
APP transl inh – APP translation inhibition. SH-SY5Y APP 5'UTR-luciferase reporter, luminescence. AID 1285. inhibition, % at 2 µM. 190,000 compounds, 0.82% hits;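 active = inhibition above a set limit, derived from the sample mean plus 3 SD, cut at about 45% in these data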; note: values of inactives mirror those of a sister screen read the other way
APP 5'UTR act – activates APP 5'UTR luciferase reporter; SH-SY5Y APP 5'UTR luciferase reporter, luminescence; zero percent = DMSO vehicle wells; activation, % at 2 µM; 190,000 compounds, 1% hits; AID 1276;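 active = activation above a set limit, based on mean plus 3 SD of controls, cut at about 140% in these data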; note: values of inactives mirror those of a sister screen read the other way
RAM network inh – yeast RAM network inhibition | S. cerevisiae dse1pr::URA3 reporter, 5-FOA growth OD615, 2 d; analog-sensitive cbk1-as2 kinase mutant strain | inhibition, % at 50 µM | 190,000 compounds, 1.8% hits | AID 868;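 active = inhibition above a set limit, 3 SD over mean compound inhibition, cut at about 8.4% in these data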;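 note: 0% = DMSO-only wells with no growth and 100% = 10 µM 1-NA-PP1 full growth; inhibition rescues growth on 5-FOA so higher OD means more RAM inhibition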
STAT1 inh – STAT1 signaling inhibition; NIH 3T3 STAT1-luciferase reporter, IFN-gamma, luminescence; inhibition, % at 5.5 µM; 200,000 compounds, 0.35% hits;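 active = inhibition above a set limit, the mean inhibition across all tested compounds plus 3 SD, cut at about 34% in these data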;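 note: 0% = IFN-gamma with DMSO and 100% = IFN-gamma with 300 µM nifuroxazide; values of inactives mirror those of a sister screen read the other way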
STAT1 activator – STAT1 signaling activation; NIH 3T3 STAT1-luciferase reporter, IFN-gamma, luminescence; 100% = IFN-gamma alone, no compound; 200,000 compounds, 2.6% hits; activation (% of control), % at 5.5 µM;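 active = activation above the screen-wide mean activation plus 3 SD, cut at about 130% in these data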;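 note: raw ratio to IFN-gamma control signal so 100% means no change and 0% no light; values of inactives mirror those of a sister screen read the other way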
The depositor's hits bear a star; nt = no result given.

Below each SMILES: STAT3 inh, STAT3 act, FLuc inh counter, NF-kB expr up, Hsp70 act, APP transl inh, APP 5'UTR act, RAM network inh, STAT1 inh, STAT1 activator
1. O=S(=O)(NCC(c1ccco1)N1CCN(c2ccccc2)CC1)c1ccc(F)cc1 (stereo unspecified)
 : -6, 101, -6, 0.93, -0.1, -26, 26, 0.2, -5, 104
2. Cc1nnc(Sc2nc3ccccc3o2)c2ccccc12
 : -17, 118, 8, 1.8, 0.1, -16, 15, -0.6, 4, 97
3. Cc1cc(O)ccc1N/C=C1\CCCC1=O
 : 0, 100, 1, 1.3, -0.4, 9, -9, 1.8, -12, 111
4. Cc1ccc(C(=O)N2CCCC2)cc1Br
 : 10, 96, -4, 1.1, -0.4, 0, 0, 0.8, -2, 102
5. COC(c1ccccc1)c1nnc(CCC(=O)NCCCc2ccccc2)o1 (stereo unspecified)
 : -1, 106, -6, 1.2, -0.1, -13, 13, -0.5, -7, 106
6. Cc1ccc(S(=O)(=O)N2CCN(C(C)C(=O)Nc3ccccc3-c3ccccc3)CC2)cc1 (stereo unspecified)
 : -2, 102, -5, 1.1, -0.1, -5, 5, 2.2, 3, 98
7. Cc1cccc(OCCC(=O)NCC(=O)Nc2c(C)cccc2C)c1
 : -5, 103, -6, 1.1, -0.4, -1, 1, -0.8, 12, 89
8. O=C(CSc1ncccn1)Nc1cc(Cl)ccc1[N+](=O)[O-]
 : -4, 108, -3, 1.1, -0.3, -5, 5, 0.1, -2, 104
9. COc1ccccc1N1C[C@@H]2C[C@@H](c3ccco3)N3CCC[C@@]23C1=O
 : 9, 102, -4, 1, 0.2, -8, 8, 0.6, 8, 92
10. O=S(=O)(c1ccc(C2CCCCC2)cc1)N1CCCC1
 : 2, 100, -8, 1, -0.3, -8, 8, 2.7, 2, 98
11. COCc1cc(C(C)=O)ccc1OCC(=O)Nc1ccc(NC(C)=O)cc1
 : -1, 105, -2, nt, -0.4, -16, 16, 1.9, 3, 96
12. Cc1ccc(S(=O)(=O)N2CCC(C(N)=O)CC2)c(C)c1C
 : 4, 102, -2, 1.1, -0.1, 1, -1, -0.8, 4, 96
13. c1ccc2c(-n3cnnn3)cccc2c1
 : -1, 106, -8, 1.2, -0.5, -16, 15, 4.0, -3, 103
14. O=c1oc2ccccc2cc1-c1ccc(O)cc1
 : -15, 110, 27, 2.6, 0.0, -47, 47, -0.8, -33, 134*
15. Cc1ccc(C(=O)NC(=S)Nc2ccc(-c3cc4ccccc4oc3=O)cc2)c(C)c1
 : 0, 105, -8, 1.2, -0.1, nt, nt, 4.9, 3, 97
16. Cc1ccccc1OCC(=O)N/N=C1\CCOc2c(C)cccc21
 : 8, 95, -4, 1.2, -0.2, 4, -4, 3.0, -4, 104
17. Cc1cc(C)n2nc(CC(=O)NC3CCCCCCC3)nc2n1
 : 9, 101, -5, 1.2, -0.4, -7, 7, 1.4, -3, 103
18. COCc1nnc(NC(=O)c2cccs2)s1
 : -10, 111, -1, 1.4, -0.1, -23, nt, 0.7, -9, 109
19. COCCN1Cc2cccc(C(=O)Nc3cccc(C)c3C)c2C1=O
 : 12, 94, -3, 0.92, -0.1, 2, -2, 1.3, 2, 98
20. O=C(C[n+]1cn(C(F)F)c2ccccc21)c1ccc(Br)cc1
 : 3, 98, 2, 1, 0.2, -17, 17, 1.4, -16, 115
21. CC1(C)CC(=O)CC(C2(O)C(=O)N(Cc3ccccc3)c3ccccc32)O1 (stereo unspecified)
 : 3, 102, -2, 1.1, 0.1, 5, -5, -0.7, 1, 99
22. O=C(NCc1ccccc1)c1ccc2nc(-c3ccco3)c(-c3ccco3)nc2c1
 : 10, 96, 1, 0.4, 0.1, -10, 9, 4.4, 7, 94
23. CC(=O)Nc1ccc(Oc2cnccn2)cc1
 : -3, 102, -2, 1, -0.4, 8, -8, 0.5, 10, 91
24. CCOC(=O)c1[nH]c(C)c(C(=O)Nc2ccc(C)cc2C)c1C
 : 11, 95, 0, 1.3, -0.1, 70*, -70, 0.8, -4, 103
25. COc1ccc(CCNC(=O)/C(=C/c2cccnc2)NC(=O)c2ccccc2)cc1OC
 : 0, 102, -3, 1.5, -0.2, 22, -22, 1.5, -12, 110
26. O=[N+]([O-])c1c(NCCCO)cc(Sc2ccc(Cl)cc2)c2nonc12
 : 1, 102, -5, 0.93, -0.3, 29, -29, 2.6, 0, 100
27. O=C(C1=C[C@H](C2CCCCC2)C[C@H](OCc2ccc(CO)cc2)O1)N1CCN(Cc2ccccc2)CC1
 : nt, nt, -4, 0.8, -0.3, -10, 10, 0.7, 5, 97
28. Nc1ccnn1Cc1cccs1
 : -1, 99, 1, 1.3, -0.3, -12, 12, 1.4, 1, 99
29. COc1ccc(F)cc1S(=O)(=O)Nc1ccc2c(c1)OCO2
 : -10, 108, -5, 1.1, -0.2, -20, 20, -0.1, -15, 113
30. CN(C)S(=O)(=O)c1ccc(Cl)c(C(=O)Nc2cccc([N+](=O)[O-])c2)c1
 : 20, 88, -6, 0.69, -0.2, 0, 0, 0.8, 7, 93
31. CCc1nnc(NC(=O)CSc2nnc3ncccn23)s1
 : -2, 103, -2, 1.1, -0.6, -1, 1, 1.3, 6, 95
32. COc1ccc(/C=C/C(=O)c2cc(Br)ccc2O)cc1OC
 : 14, 92, -7, 1.2, 0.1, -5, 5, 2.0, -3, 100
33. Cc1cc(NC(=O)CCCn2ccc([N+](=O)[O-])n2)n(Cc2ccc(F)cc2)n1
 : 7, 98, -3, 1.5, -0.1, -19, 19, 0.5, 20, 80
34. CCC1CCCCN1C(=O)Nc1ccc(F)cc1 (stereo unspecified)
 : 1, 102, -3, 0.95, 0.0, 9, -9, 1.5, 1, 99
35. COc1cccc(OC)c1OCCOCCn1cnc2ccccc2c1=O
 : 3, 100, -4, 1, -0.2, -19, 19, 0.3, -3, 103
36. CN(C)c1ccc(C2C3=C(CCCC3=O)OC3=C2C(=O)CCC3)cc1
 : -3, 106, -5, 0.87, -0.1, -1, 1, 0.5, -2, 102
37. Cc1ccc(C2(c3noc(CN(C)CC4COCCO4)n3)CCCC2)cc1 (stereo unspecified)
 : -6, 110, -5, 0.93, -0.2, -5, 5, -0.4, -3, 101
38. Cc1cc(NC(=O)C(C)C)ncc1NC(=O)c1ccccn1
 : 2, 103, 1, 2, -0.2, -26, 26, 2.7, -25, 122
39. COc1cccc(N2C(=O)C3CC=C(Cl)CC3C2=O)c1 (stereo unspecified)
 : -6, 106, -4, 1, 0.1, -37, 37, -0.3, -2, 102
40. CCS(=O)(=O)c1ccc2oc(SCC(=O)NCCC3=CCCCC3)nc2c1
 : 10, 99, -6, 1.1, 0.3, -1, 1, -0.4, 6, 94
41. CC(OC(=O)Cn1c(C(F)(F)F)nc2ccccc21)C(N)=O (stereo unspecified)
 : -1, 103, -3, 0.93, -0.3, -2, 2, 1.6, 5, 96
42. CN(C)S(=O)(=O)c1cccc(NC(=O)COC(=O)CCc2nc3ccccc3s2)c1
 : 9, 97, 0, 1.1, -0.2, -16, 16, 1.1, 2, 98
43. COC(/C=C/Nc1ccc(Cl)cc1)=C(C#N)C#N
 : -4, 105, -2, 1.2, 0.1, -5, 5, 0.6, -4, 103
44. O=C(CSc1nnnn1Cc1ccccc1)c1ccccc1F
 : 5, 103, -6, 1.3, -0.2, -11, 11, 1.4, -7, 106
45. CN(C(=O)/C(N=Nc1cccc(C(F)(F)F)c1)=C(\O)C(F)(F)F)c1ccccc1
 : 9, 97, -7, 0.96, 0.0, -11, 11, 7.0, -1, 101
46. Cc1ccc(C)n1-n1c(C)nc2scc(-c3cccs3)c2c1=O
 : 2, 104, -5, 1.1, 0.2, -4, 5, 2.4, 0, 101
47. COCCCNC(=O)C(C#N)c1nc2ccccc2nc1N1CCN(Cc2ccccc2)CC1 (stereo unspecified)
 : 4, 102, -2, 0.33, 0.1, 21, -21, 0.6, -1, 100
48. O=C(Nc1ccccc1-c1nnn(CC(=O)N2CCN(c3ccccc3)CC2)n1)c1cccs1
 : 12, 90, -7, 0.6, 0.2, -2, 3, 7.7, -7, 107
49. CCc1ccccc1NC(=O)c1nnn(CC(=O)Nc2cccc(C)c2C)c1N
 : 18, 88, -6, 1.1, -0.1, -8, 8, 0.5, 13, 88
50. Nc1ccc2nc(CCCCCCCCc3nc4ccc(N)cc4[nH]3)[nH]c2c1
 : 1, 102, -6, 1, -0.2, 12, -12, 1.0, -5, 103

(listing goes on)
Below each SMILES: STAT3 inh, STAT3 act, FLuc inh counter, NF-kB expr up, Hsp70 act, APP transl inh, APP 5'UTR act, RAM network inh, STAT1 inh, STAT1 activator
51. CCC1CCCCN1S(=O)(=O)c1ccc(S(=O)(=O)N2CCN(S(=O)(=O)CC)CC2)cc1 (stereo unspecified)
 : 20, 84, -4, 1, -0.2, -12, 12, 4.7, 3, 98
52. O=C(CSc1nc(O)cc(=O)[nH]1)N1c2ccccc2Sc2ccccc21
 : 4, 99, -3, 0.96, -0.4, -13, 13, 1.0, -5, 103
53. O=C(Cn1ncnn1)OCc1ccccc1Cl
 : 6, 98, 0, 1.3, -0.1, 68*, -68, 0.0, 12, 89
54. N#Cc1cnn2cc(-c3ncc(C(F)(F)F)cc3Cl)cnc12
 : 24, 85, -2, 0.36, -0.2, -1, 1, 1.1, -6, 106
55. O=c1c2ccccc2nc(SCc2cccc(F)c2)n1C1CCCC1
 : -8, 102, -5, 1.5, -0.5, 7, -7, 11*, -1, 101
56. O=C(COC(=O)c1ccccc1Nc1ccc(SC(F)F)cc1)NCc1ccco1
 : -24, 119, -7, 2.1, -0.4, -5, 5, 3.6, -9, 108
57. N#Cc1c(NC(=S)NC(=O)c2ccccc2)sc2c1CCC2
 : 17, 84, 2, 1.3, -0.5, -45, 45, 0.0, -4, 103
58. O=c1c(S(=O)(=O)c2ccc(Cl)cc2)cn(Cc2ccccc2F)c2ccc(F)cc12
 : 5, 98, 2, 0.99, -0.4, -12, 12, 4.7, 5, 95
59. O=C(/C(=N\Nc1ccc([N+](=O)[O-])cc1)Sc1nnnn1-c1ccccc1)c1ccccc1
 : 29, 77, -7, 1, -0.2, -4, 4, 2.2, 11, 90
60. COc1ccc(N(CC(=O)Nc2ccccc2C(=O)N2CCOCC2)S(=O)(=O)c2ccc(F)cc2)cc1
 : 5, 98, -6, 0.98, -0.1, 0, 0, -0.1, 1, 99
